Source: PubChem BioAssay
core dimer inh: blocks dimerization of HCV core protein; TR-FRET GST/Flag-core106 dimerization, 1536-well; inhibition, % at 5 µM; hit rate 0.33% among 300,000; AID 1899;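 active means inhibition above the mean of all tested compounds plus 3 SD, set per screening campaign, cut at about 45% in these data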
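System – GST-tagged and Flag-tagged HCV core protein residues 1-106 · Repeats – one well for each compound · Technique – TR-FRET 671 and 617 nm emission · Doses – one concentration, 5 µM, in 0.5% DMSO · Times – 4 h, 22.5 °C incubation · Also added – Eu donor and XL665 acceptor anti-tag antibodies · Measure – percent inhibition of core106 dimerization signal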
Fh CTSL1 inh: counter-screen for PFM18AAP inhibitors: inhibitors of F. hepatica cathepsin L1 | recombinant F. hepatica cathepsin L1, Z-Leu-Arg-MCA fluorescence | inhibition, % at 5.96 µM | hit rate 0.49% among 300,000 | AID 1906;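 active means inhibition above the mean of all tested compounds plus 3 SD, set per screening campaign, cut at about 17% in these data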;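 further: 0% = plate median of test compound wells and 100% = 1 µM Z-Phe-Ala-diazomethylketone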
JMJD2C inh: human JMJD2C demethylase inhibition. Q9H3R0. GST-JMJD2C(1-420) H3K9me3 demethylation, DELFIA europium. inhibition, % at 2.35 µM. hit rate 0.069% among 330,000. AID 2099;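 active means more than half of a compound's replicate wells show inhibition beyond 50%, single wells judged on their own value; inconclusive means some, but no more than half, of replicates pass 50% inhibition; inactive means no replicate passes 50% inhibition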;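 further: signal counts dimethyl H3K9 product captured on neutravidin plate; 0% = median of DMSO wells and 100% = 0.3 times that DMSO median; strong numbers were not always called active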
PP5 inh: inhibitors of human protein phosphatase 5 (PP5). inhibition, % at 6.7 µM. P53041. hit rate 0.18% among 320,000. purified PP5c, OMFP substrate fluorescence;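 active means inhibition above the campaign's mean inhibition across all tested compounds plus 3 SD, cut at about 9.5% in these data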;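 further: 0% = DMSO only and 100% = 100 µM cantharidin control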
Target sequence (P53041 whole entry, looked up): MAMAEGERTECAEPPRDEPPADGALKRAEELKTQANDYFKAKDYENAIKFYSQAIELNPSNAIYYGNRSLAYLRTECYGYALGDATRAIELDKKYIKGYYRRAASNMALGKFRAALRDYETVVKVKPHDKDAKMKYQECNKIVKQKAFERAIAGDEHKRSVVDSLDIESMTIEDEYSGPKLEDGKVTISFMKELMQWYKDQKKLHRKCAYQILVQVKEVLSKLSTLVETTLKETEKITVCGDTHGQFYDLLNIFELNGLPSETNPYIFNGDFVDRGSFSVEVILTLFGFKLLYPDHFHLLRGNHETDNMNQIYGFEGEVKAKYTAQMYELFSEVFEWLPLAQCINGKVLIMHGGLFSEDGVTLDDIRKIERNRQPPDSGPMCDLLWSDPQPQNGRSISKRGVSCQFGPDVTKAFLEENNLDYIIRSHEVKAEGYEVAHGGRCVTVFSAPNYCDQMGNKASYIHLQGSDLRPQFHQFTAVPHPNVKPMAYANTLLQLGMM
LYPLA2 counter: LYPLA2 (human) inhibition in PME1 counter-screen | recombinant LYPLA2, FP-Rh probe fluorescence polarization | inhibition, % at 5.9 µM | hit rate 0.38% among 320,000;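 active means inhibition above the screen-wide mean plus 3 SD, limit set per campaign, cut at about 26% in these data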;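 further: 0% = LYPLA2 with DMSO and 100% = wells lacking LYPLA2 enzyme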
Target sequence (O95372 whole entry, looked up): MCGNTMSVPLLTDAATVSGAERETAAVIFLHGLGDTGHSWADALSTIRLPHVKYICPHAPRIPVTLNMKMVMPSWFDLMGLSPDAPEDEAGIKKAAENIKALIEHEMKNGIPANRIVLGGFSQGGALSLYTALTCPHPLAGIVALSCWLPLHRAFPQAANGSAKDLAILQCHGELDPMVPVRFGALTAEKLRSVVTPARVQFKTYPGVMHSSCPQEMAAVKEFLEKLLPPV
TPT1 inhibitor: inhibitors of Candida albicans tRNA 2'-phosphotransferase TPT1; AID 1962; recombinant caTPT1, FP RNA substrate dephosphorylation; inhibition, % at 5 µM; hit rate 0.81% among 300,000;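 active means inhibition above the mean of all tested compounds plus 3 SD, set per screening campaign, cut at about 24% in these data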;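 further: plate controls were DMSO alone for no effect and ferristatin control at 100 nM for full effect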
Efflux pump inh: blocks antifungal efflux pumps in multiplex yeast assay | S. cerevisiae Candida pump triplex, Nile Red efflux | hit rate 0.44% among 330,000 | AID 485275 | inhibition, % at 10 µM;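 active means plate passing quality check with inhibition over a set limit, or well fluorescence over plate mean plus 4 SD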;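 further: Nile Red retained in pooled yeast measured as flow cytometry median fluorescence; 0% = buffer negative control and 100% = Enniatin B positive control; higher means more Nile Red kept so more efflux inhibition; some compounds called inactive have numbers as strong as hits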
PREPL inhibitor: inhibits the human prolyl oligopeptidase-like enzyme; recombinant PREPL, fluorescence polarization activity-based probe; hit rate 0.68% among 320,000; inhibition, % at 5.96 µM; in the data active means inhibition above about 43%;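 further: 0% = enzyme with DMSO and 100% = wells lacking enzyme; many of its hits are not listed in these tables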
PP1 inh: blocks human PP1-alpha phosphatase, a PP5 counter-screen. P62136. purified PP1alpha, OMFP fluorescence. inhibition, % at 6.7 µM. hit rate 0.9% among 320,000;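 active means inhibition above the mean inhibition of all tested compounds plus 3 SD, computed separately for each screening campaign, cut at about 15% in these data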
An asterisk follows results filed as active; ? = inconclusive; nt = no result given; & = joins results of further samples. An excerpt (hit frequency here may not be typical).

SMILES	core dimer inh	Fh CTSL1 inh	JMJD2C inh	PP5 inh	LYPLA2 counter	TPT1 inhibitor	Efflux pump inh	PREPL inhibitor	PP1 inh
COc1ccc(CN2CCN(Cc3ccon3)CC2CCO)c(C)c1C (stereo not given)	1	-2	8	-0.9	3	-1	-0.1	4	-7
Cn1c(-c2cccs2)nc2ccccc21	1	-1	-1	-0.9	-6	1	0.0	1	-6
Cc1cc(NC(=O)COC(=O)[C@H](C)NC(=O)c2ccccc2)no1	3	-3	-2	4.0	-5	0	0.1	5	5
CC(=O)Nc1ccc(NS(=O)(=O)c2ccccc2)c2ccccc12	1	3	-10	0.1	0	-1	-0.1	11	-1
CC(C)c1ccc(NC(=O)CCNC(=O)N2CC(=O)Nc3ccccc32)cc1	-13	6	89	1.1	4	-5	-0.2	-1	-4
CC(=O)c1ccc(S(=O)(=O)Nc2ccc(C(=O)NCCCn3ccnc3)cc2)cc1	nt	nt	2	1.7	-1	nt	0.1	13	-4
Nc1nnc(C2CCCC2)s1	2	0	-8	1.9	-3	1	0.5	3	-2
COc1cc(Nc2ccc(S(=O)(=O)N3CCN(C)CC3)cc2[N+](=O)[O-])cc(OC)c1	-3	2	0	-1.0	9	1	-0.2	10	-2
O=C1/C(=C/c2ccncc2)SC(=S)N1Nc1ccccc1	-4	0	2	0.1	0	-2	-0.1	-6	5
CCOC(=O)CN(Cc1ccccc1)S(=O)(=O)c1ccc(NC(C)=O)cc1	2	2	0	3.2	-1	3	0.1	7	-6
CC(C)(C)n1ncc(Oc2ccccc2[N+](=O)[O-])c(Cl)c1=O	3	-1	3	3.1	3	0	4.9	-2	4
Cc1noc(C)c1CN1C(=O)c2cccc([N+](=O)[O-])c2C1=O	7	6	-11	3.4	-2	0	0.0	-1	-4
C=CCn1c(C)csc1=Nc1ccccc1C	-2	7	-12	-1.5	7	0	0.1	4	-1
COc1ccccc1NC(=O)C(=O)NCC1COc2ccccc2O1 (stereo not given)	-4	-1	26	1.8	-3	-2	-0.1	-14	1
COc1ccc(S(=O)(=O)N2CCC(C(=O)N3CCc4ccccc4C3)CC2)cc1Cl	10	0	-1	3.2	1	-3	0.0	16	-1
CN(Cc1ccccc1)C(=O)COC(=O)C1CCN(S(=O)(=O)c2ccc3c(c2)OCCO3)CC1	5	-1	1	-0.1	3	0	0.0	-3	-4
Cc1cccc2c(=O)c(C(=O)NCCc3ccccc3)c[nH]c12	-12	1	-3	-1.0	2	-4	-0.1	4	-3
CCN(CC)c1ccc(NC(=O)c2cc3ccccc3o2)c(C)c1	-7	2	3	2.5	5	-3	0.0	16	-4
Cc1ccc(NC(=O)Cn2cc3c(n2)CCC(C)C3)cc1 (stereo not given)	3	3	-8	0.7	-9	-1	0.1	-3	-1
COc1ccc(C(=O)NCCSc2ccc(C)cc2)cc1	-6	0	2	0.7	6	4	0.1	6	-2
COC(=O)c1cc(S(=O)(=O)NCC2CCN(Cc3ccc(C)cc3)CC2)c[nH]1	-3	-3	9	-1.1	0	-4	0.1	-3	-2
Cc1c(C(=O)Nc2ccc(N3CCOCC3)cc2)oc2ccccc12	-2	0	5	2.8	3	5	-0.1	13	-3
COc1ccc(-c2cc(C(F)(F)F)c(C#N)c(SCC(=O)O)n2)cc1	11	0	-2	-0.2	7	4	0.0	2	2
O=C(Nc1ccc(S(=O)(=O)NCc2ccccc2)cc1)C1CCCCC1	10	-3	-15	1.6	1	2	0.1	3	-2
N#Cc1ccc(N/N=C/c2ccccc2)c([N+](=O)[O-])c1	5	-2	-7	2.3	-5	-2	0.0	-3	-1

(list continues)
SMILES	core dimer inh	Fh CTSL1 inh	JMJD2C inh	PP5 inh	LYPLA2 counter	TPT1 inhibitor	Efflux pump inh	PREPL inhibitor	PP1 inh
COc1ccc([N+](=O)[O-])c(OC)c1C(=O)NC(=O)Nc1nc(C)nc(C)n1	-2	1	-6	-1.2	4	0	-0.1	-9	-1
Cc1ccc(NC(=O)Cn2cnc3c(oc4nc5c(cc43)COC(C)(C)C5)c2=O)cc1	5	-2	-4	0.5	0	-4	-0.1	6	-3
COc1ccc(NC(=O)C2CCCCN2CC(=O)OCc2ccccc2)cc1OC (stereo not given)	-1	-3	10&9	4.5	-3	2	0.0	-1	-4
O=C(CCc1ccc(S(=O)(=O)NC2CCCCC2)cc1)NCc1ccccc1	-2	3	-3	4.4	1	-2	0.4	-2	-4
O=P(c1ccccc1)(c1ccccc1)C(O)c1ccccn1 (stereo not given)	3	2	1	-1.4	-1	-1	-0.1	9	-4
O=C(CCN1C(=O)/C(=C/c2ccccc2Cl)SC1=S)NC1CCCC1	-10	-2	5	0.8	-3	1	0.1	25	-2
O/N=C\c1ccc2noc(-c3ccc(Cl)cc3)c2c1	-82	-2	-2	2.2	-6	1	0.0	5	-4
O=C(CSc1nc2ccccc2c(=O)[nH]1)Nc1ccc(N2CCOCC2)c(Cl)c1	5	2	-25	-0.9	7	-4	-0.2	8	1
COCCN(C(=O)CCC(=O)Nc1cc(C)on1)C(C(=O)NC(C)(C)C)c1cccc(OC)c1OC (stereo not given)	-10	0	-4	0.2	12	-4	0.1	22	1
CC(C)Oc1ccc(C(=O)OCC(=O)N2CCCc3ccccc32)cc1	3	3	-3	2.5	4	0	0.1	-3	1
CCN1/C(=C\c2ccc3ccccc3[n+]2CC)Sc2cc(C)ccc21	-54	-27	2	2.0	3	69*	1.6	53*	2
O=C(c1ccc(-n2cccc2)cc1)N1CCCCC1	-2	-4	-3	-1.7	6	-6	-0.1	15	-5
CCOC(=O)c1c(C)[nH]c(C(=O)COC(=O)c2cnccn2)c1C	nt	nt	0	3.7	1	nt	0.2	13	-2
Cc1ccnc(NC(=O)CCC(=O)N(CC(=O)NC2CCCCC2)c2ccc3c(c2)OCO3)c1	4	-4	2	4.5	2	-4	0.1	-5	-1
CCO[C@@H]1OC(C(=O)Nc2ccccc2)=C[C@H](C)[C@H]1CCCO	10	1	15	-0.4	0	0	-0.1	6	-2
Cc1ccc2c([N+](=O)[O-])c(C)ccc2n1	-5	-2	1	2.8	-5	1	-0.2	-1	2
Cc1ccccc1C(=O)NC(C(=O)Nc1nc2c(s1)CCCC2)C(C)C (stereo not given)	2	2	-7	-1.6	9	-4	0.1	-1	3
c1ccc(-c2nnc(CSc3nnc(-c4ccncc4)n3Cc3ccco3)o2)cc1	14	-4	?	-4.0	1	-1	0.2	4	-1
c1ccc(N/N=C2\CCCc3ccccc32)nc1	2	-2	-19	1.8	-8	0	0.6	14	5
O=C1CC(c2ccccc2)CC(O)=C1C=NCCN1CCOCC1 (stereo not given)	0	-4	4	0.8	5	1	0.0	5	-1
CCOC(=O)c1c(C)[nH]c(C(=O)NCc2ccccn2)c1C	-3	-5	-1	0.1	5	1	-0.1	15	-2
CCOC(=O)c1sc(NC(=O)CSc2nccc(C)n2)nc1C	-2	0	-8	0.4	3	1	0.0	5	-5
Nc1ccccc1-c1nnc(SCc2ccccc2Cl)[nH]c1=O	1	-1	0	0.5	-1	-2	0.1	1	12
CC(=O)Nc1ccc(NC(=O)CSc2nnc(NC(=O)c3cccc(F)c3)s2)cc1	3	1	-5	0.9	-7	-1	-0.4	3	-3
C=C1c2cc(C)c(C)cc2NC(=O)N1c1ccccc1	1	0	18	5.0	3	2	0.2	7	-3

3 compounds from above, arranged by their value in core dimer inh, rising.
Compound,core dimer inh,JMJD2C inh,PP5 inh,TPT1 inhibitor,Efflux pump inh,PREPL inhibitor
COc1ccc(NC(=O)C2CCCCN2CC(=O)OCc2ccccc2)cc1OC (stereo not given),-1,10&9,4.5,2,0.0,-1
CC(C)Oc1ccc(C(=O)OCC(=O)N2CCCc3ccccc32)cc1,3,-3,2.5,0,0.1,-3
O=C(CSc1nc2ccccc2c(=O)[nH]1)Nc1ccc(N2CCOCC2)c(Cl)c1,5,-25,-0.9,-4,-0.2,8

4 of these compounds, reformatted.
> C=C1c2cc(C)c(C)cc2NC(=O)N1c1ccccc1
  core dimer inh: 1	Fh CTSL1 inh: 0	JMJD2C inh: 18	PP5 inh: 5.0	LYPLA2 counter: 3	TPT1 inhibitor: 2	Efflux pump inh: 0.2	PREPL inhibitor: 7	PP1 inh: -3
> c1ccc(N/N=C2\CCCc3ccccc32)nc1
  core dimer inh: 2	Fh CTSL1 inh: -2	JMJD2C inh: -19	PP5 inh: 1.8	LYPLA2 counter: -8	TPT1 inhibitor: 0	Efflux pump inh: 0.6	PREPL inhibitor: 14	PP1 inh: 5
> O=C1CC(c2ccccc2)CC(O)=C1C=NCCN1CCOCC1 (stereo not given)
  core dimer inh: 0	Fh CTSL1 inh: -4	JMJD2C inh: 4	PP5 inh: 0.8	LYPLA2 counter: 5	TPT1 inhibitor: 1	Efflux pump inh: 0.0	PREPL inhibitor: 5	PP1 inh: -1
> O=C(c1ccc(-n2cccc2)cc1)N1CCCCC1
  core dimer inh: -2	Fh CTSL1 inh: -4	JMJD2C inh: -3	PP5 inh: -1.7	LYPLA2 counter: 6	TPT1 inhibitor: -6	Efflux pump inh: -0.1	PREPL inhibitor: 15	PP1 inh: -5

Further entries
SMILES	core dimer inh	Fh CTSL1 inh	JMJD2C inh	PP5 inh	LYPLA2 counter	TPT1 inhibitor	Efflux pump inh	PREPL inhibitor	PP1 inh
Cc1ccn2cc(-c3ccc(NC(=O)c4ccco4)cc3)nc2c1	3	0	-2	3.5	4	1	-0.1	-10	-5
O=C(NC1CCCCC1)OCCN1CCN(Cc2ccccc2)CCC1=O	10	-1	10	-1.3	-1	-1	-0.1	5	2
CC(NC(=O)C(Cc1ccccc1)n1cccc1)c1ccccc1 (stereo not given)	3	-4	7	0.1	-4	13	0.0	-9	-3
N#C/C(=C\c1cccnc1)C(=O)Nc1ccc(C(=O)O)cc1	3	-1	-6	0.3	-2	1	0.1	-4	-2
Cn1cc(S(=O)(=O)NCCc2ccccc2)c(=O)n(C)c1=O	1	-3	6	-1.5	6	-3	-0.1	-1	1
Cn1nnnc1SCCNCc1cccc2ccccc12	-3	0	7	0.6	-2	2	0.1	-3	4
